# Assay outcomes (PubChem BioAssay)
# CR mimetic SO: reduction of superoxide in aged yeast, primary screen, HTS; S. cerevisiae aged cells, superoxide DHE fluorescence; stronger effect = lower value; superoxide response (% of plate mean), % at 10 µM; actives 0.18% (n = 330,000);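 active means superoxide response under a set limit, about three screen SD below normal, cut at about 65% in these data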;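 further: yeast aged for seven days with compound at 30 °C before DHE staining; 100% = average MFI of all compound-treated wells on the plate with controls excluded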
# Efflux pump mplx: inhibitors of Candida efflux pumps in yeast, primary screen, S. cerevisiae, Nile Red, multiplex; inhibition, % at 10 µM; S. cerevisiae Candida pump triplex; actives 0.44% (n = 330,000);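 active means plate passing quality check with inhibition over a set limit, or well fluorescence over plate mean plus 4 SD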;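 further: Nile Red retained in pooled yeast measured as flow cytometry median fluorescence; 0% = buffer negative control and 100% = Enniatin B positive control; higher means more Nile Red kept so more efflux inhibition; some compounds called inactive have numbers as strong as hits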
# MEP2-GFP yeast: modulators of MEP2-GFP levels in yeast, primary screen, S. cerevisiae, multiplex flow cytometry, MLPCN library | S. cerevisiae MEP2-GFP strain, 3 h; 100% = DMSO control level | GFP response vs DMSO, % at 10 µM | actives 0.51% (n = 330,000) | AID 2016, 2009;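 active means GFP response versus DMSO above a set limit, roughly screen mean plus 3 SD, cut at about 180% in these data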;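 further: median GFP fluorescence of the barcode-gated MEP2-GFP cells per well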
# RPL19A TOR yeast: RPL19A-GFP expression modulators in yeast, primary screen, cell-based, S. cerevisiae, multiplex flow cytometry, MLPCN; S. cerevisiae RPL19A-GFP strain, 3 h; stronger effect = lower value; percent response vs DMSO, % at 10 µM; actives 0.3% (n = 330,000);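 active means percent response vs DMSO below 50%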;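 further: median channel GFP fluorescence of the barcoded RPL19A-GFP strain; ratio of sample median GFP to plate DMSO average so 100% = DMSO; lower means less RPL19A-GFP as with rapamycin TOR inhibition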
# AHR act: AHR activators, primary screen, cell-based, luminescence, luciferase reporter, human | actives 2.5% (n = 320,000) | AHR-responsive luciferase reporter cells | activation, % at 5 µM; in the data active means activation above about 47%;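 further: 0% = vehicle wells and 100% = reference agonist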
# Target sequence (P35869 whole entry, looked up): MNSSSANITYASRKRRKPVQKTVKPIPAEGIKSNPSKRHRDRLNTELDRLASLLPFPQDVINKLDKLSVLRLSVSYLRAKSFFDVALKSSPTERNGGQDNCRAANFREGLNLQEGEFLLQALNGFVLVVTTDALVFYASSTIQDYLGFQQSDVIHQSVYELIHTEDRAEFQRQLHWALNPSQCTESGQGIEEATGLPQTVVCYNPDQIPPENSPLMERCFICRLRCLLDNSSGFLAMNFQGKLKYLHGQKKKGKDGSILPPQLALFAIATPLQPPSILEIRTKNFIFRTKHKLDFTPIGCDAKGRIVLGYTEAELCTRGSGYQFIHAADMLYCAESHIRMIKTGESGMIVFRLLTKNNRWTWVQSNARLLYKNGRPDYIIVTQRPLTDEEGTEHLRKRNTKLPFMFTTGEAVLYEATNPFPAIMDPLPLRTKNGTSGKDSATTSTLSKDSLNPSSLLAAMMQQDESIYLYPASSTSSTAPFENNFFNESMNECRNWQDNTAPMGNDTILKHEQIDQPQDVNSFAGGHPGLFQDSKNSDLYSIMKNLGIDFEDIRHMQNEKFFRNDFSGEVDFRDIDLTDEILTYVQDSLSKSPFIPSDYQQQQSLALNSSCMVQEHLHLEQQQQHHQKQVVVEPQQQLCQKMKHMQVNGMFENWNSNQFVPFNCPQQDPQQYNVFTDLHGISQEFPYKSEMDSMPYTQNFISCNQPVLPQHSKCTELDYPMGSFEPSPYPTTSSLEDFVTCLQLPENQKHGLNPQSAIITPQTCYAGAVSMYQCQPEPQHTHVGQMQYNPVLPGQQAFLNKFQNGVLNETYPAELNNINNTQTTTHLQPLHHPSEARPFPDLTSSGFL
# AGP1-GFP MLPCN: modulators of AGP1-GFP expression in yeast TOR pathway, primary screen, cell-based, multiplex flow cytometry, S. cerevisiae, MLPCN library; 3 h; GFP as percent of DMSO wells; GFP response vs DMSO, % at 10 µM; actives 0.02% (n = 320,000);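 active means GFP response relative to DMSO above a set limit, near screen average plus 3 SD, cut at about 150% in these data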;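 further: median GFP channel fluorescence of the gated AGP1 strain per well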
# LAP4-GFP MLPCN: modulators of LAP4-GFP expression in yeast, primary screen, S. cerevisiae, multiplex flow cytometry, MLPCN library. 3 h; median GFP as percent of DMSO wells. GFP response vs DMSO, % at 10 µM. actives 0.34% (n = 320,000). AID 2023, 2009;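 active means GFP response vs DMSO above a set limit, about the screen mean plus 3 SD, cut at about 150% in these data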
# CIT2 TOR yeast: modulators of CIT2-GFP expression in yeast, primary screen, S. cerevisiae, GFP fusion, multiplex flow cytometry, MLPCN library | S. cerevisiae CIT2-GFP strain, 3 h; 100 means same as DMSO wells | GFP response vs DMSO, % at 10 µM | actives 0.065% (n = 320,000);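 active means GFP response relative to DMSO above a set limit, near the screen mean plus 3 SD, cut at about 150% in these data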;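 further: ratio of well median GFP fluorescence to mean of DMSO wells on the plate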
# The depositor's hits bear a star; i = inactive; . = not tested or not shown.
# Start of the data: the first 2 entries as a preview:
SMILES,CR mimetic SO,Efflux pump mplx,MEP2-GFP yeast,RPL19A TOR yeast,AHR act,AGP1-GFP MLPCN,LAP4-GFP MLPCN,CIT2 TOR yeast
CCOc1ccccc1NC(=O)Cc1c(F)cccc1Cl,99,0.0,101,94,10,87,93,91
COc1ccc(/C(C)=N\n2cnnc2)cc1,92,0.0,103,101,3,104,101,110

# The listing, from the first entry:
SMILES,CR mimetic SO,Efflux pump mplx,MEP2-GFP yeast,RPL19A TOR yeast,AHR act,AGP1-GFP MLPCN,LAP4-GFP MLPCN,CIT2 TOR yeast
CCOc1ccccc1NC(=O)Cc1c(F)cccc1Cl,99,0.0,101,94,10,87,93,91
COc1ccc(/C(C)=N\n2cnnc2)cc1,92,0.0,103,101,3,104,101,110
CCOc1ccc(NC(=O)CS(=O)(=O)c2cn(CC)c3ccccc23)cc1,105,0.1,111,104,19,96,120,91
COc1ccc(C(CC(=O)N2CCCC2)C(C)C)cc1 (configuration not stated),93,0.0,98,94,0,105,111,110
CC(=O)c1ccc(-c2ccc(C(=O)N3CCC(C(N)=O)CC3)o2)cc1,93,-0.1,94,93,2,103,101,97
COc1ccccc1N1C(=S)N=C(Nc2c(C)cccc2C)C12CCCC2,i,0.0,93,94,2,103,107,91
COc1cccc(N2CC(O)Cn3c2nc2c3c(=O)n(CCCc3ccccc3)c(=O)n2C)c1 (configuration not stated),92,0.0,97,95,2,92,93,95
N#Cc1cc2c(nc1S(=O)(=O)Cc1ccccc1)CCCC2,80,0.1,94,102,-6,101,96,90
CN(C)S(=O)(=O)n1cnc(-c2ccccc2)c1-c1ccccc1,86,-0.7,106,100,-2,111,98,107
Cc1cc(=O)oc2cc(OCCCN3C(=O)c4ccccc4C3=O)ccc12,111,0.4,103,98,7,90,88,96
COc1ccc([N+](=O)[O-])cc1NC(C)C,128,0.1,106,105,-1,97,81,103
COc1ccccc1CNS(=O)(=O)c1c(C)nc2sccn2c1=O,97,-0.2,103,98,-1,100,108,102
COc1ccnc(NCc2cccc(C(F)(F)F)c2)c1C#N,101,-0.6,96,94,-2,94,96,94
COc1ccccc1CNC(=O)C(C)n1nc(C)c2c(C)n(-c3ccccc3)nc2c1=O (configuration not stated),80,0.2,80,90,0,76,87,98
O=[N+]([O-])c1cccc(/C=C/c2nc(C=Nc3ccc4ccccc4c3)c(O)o2)c1,85,-0.6,102,99,0,95,98,102
CCOc1cc(N2CCOCC2)c(OCC)cc1NC(=O)CN1C(=O)NC2(CCCCCCC2)C1=O,82,-0.1,105,102,3,120,101,101
COc1ccc(C(=O)Nc2nc3nccc(-c4ccccc4)n3n2)cc1,93,2.4,92,95,-3,85,79,89
C=CCn1c(CC(C)(C)C)nc2ccccc21,91,0.0,93,89,1,88,83,85
CCOC(=O)COc1cc(OCC(=O)OCC)c2c3c(c(=O)oc2c1)CCCC3,96,0.3,137,101,.,92,121,109
CC(=N\NC(=O)c1cc(Br)ccc1O)/C(=N/O)C(=O)Nc1ccccc1,107,0.0,102,94,5,100,96,106
NC[C@@]12CCCC1C1CCC2C1 (some centres not stated),95,-0.3,92,89,-4,88,87,97
COc1ccc(CC(=O)OCc2csc(CC(=O)Nc3ccc(C)cc3)n2)cc1,104,-0.1,100,99,2,103,90,114
CN(Cc1cnn(C)c1)Cc1nc(C(c2ccccc2)c2ccccc2)no1,120,-0.2,106,99,2,96,86,101
O=C1NC(CCc2ccccc2)C(=O)N1Cc1cccc2ccccc12 (configuration not stated),94,0.8,113,107,2,95,98,97
Cc1nc2nc(C)n(-c3ccccc3)c2s1,106,0.0,102,107,14,99,105,101
Clc1cccc(-c2nc3nc4ccccc4nc3n2Cc2ccco2)c1,112,-0.2,98,100,45,97,108,93
CC(=O)N=c1sc2ccccc2n1C,81,0.1,92,87,0,83,83,86
O=C(COc1ccc(Br)cc1Cl)NCCCN1CCOCC1,69,-0.1,98,100,-2,103,89,97
Cc1ccnc(NS(=O)(=O)c2ccc(NC(=O)Cc3ccc(Br)cc3)cc2)n1,106,0.0,95,99,0,95,90,96
O=C(COC(=O)/C=C/c1ccccc1)NCc1ccccc1Cl,100,0.0,109,102,3,106,116,118
O=S(=O)(c1ccccc1)N1CCN(S(=O)(=O)N2CCCCCC2)CC1,84,0.0,104,104,-4,100,98,102
CN(C/C=C/C#CC(C)(C)C)Cc1cccc2ccccc12,93,-0.1,99,103,0,93,105,91
CC(C)C(=O)Nc1ccc2c(c1)C(=O)NC2=O,105,-0.1,105,100,-2,104,99,96
CNC(=O)c1c(NC(=O)c2ccc(N3C(=O)CCC3=O)cc2)sc2c1CCCC2,112,0.1,95,98,14,100,99,109
CC1CC(C)CN(C(=O)C2CCCN(S(=O)(=O)c3cccc4nonc34)C2)C1 (configuration not stated),102,0.2,97,100,2,105,101,104
CC(C)CC(C(=O)Nc1ccc2c(c1)OCCO2)N1C(=O)c2ccccc2C1=O (configuration not stated),103,0.1,100,99,4,97,95,100
CC(=O)NC1C(=O)N(Cc2ccccc2)c2ccc(Br)cc21 (configuration not stated),104,0.0,100,98,4,104,104,100
Nc1ncc(-n2cncn2)c(-c2ccc(Cl)cc2)n1,97,0.0,97,100,-1,105,100,99
Cc1ccc2c(C)nc(SC(C(=O)c3ccccc3)c3ccccc3)nc2c1 (configuration not stated),100,-0.2,95,102,4,94,89,100
CCNS(=O)(=O)c1ccc(CCC(=O)Nc2cc(Cl)ccc2Oc2ccccc2)cc1,96,0.0,101,99,1,102,102,103
O=C(CNC(=O)c1ccc(F)cc1)N/N=C/c1ccc(O)c([N+](=O)[O-])c1,104,-0.1,92,102,0,95,78,106
CCOC(=O)C1CCN(Cc2nnc(-c3cccc(Br)c3)o2)CC1,96,-0.1,111,104,1,99,100,104
CCCCCC(=O)N1CC2(CC)CN(C(=O)CCCCC)CC(CC)(C1)C2=O,83,0.0,101,100,2,105,107,109
N#CC1=C(N)Oc2cc(N)ccc2C1c1ccsc1 (configuration not stated),98,0.0,102,108,84*,109,103,114
CC1CC(C)CN(C(=O)CSC2=Nc3ccccc3C3=NC(Cc4c[nH]c5ccccc45)C(=O)N23)C1 (configuration not stated),98,0.0,104,99,13,101,102,104
COc1cc([N+](=O)[O-])ccc1N1C(=O)C2C3C=CC(C4CC34)C2C1=O (configuration not stated),104,-0.1,125,102,0,106,107,107
Cc1ccc(NC(=O)C2CC(=O)N(c3ccc4c(c3)OCCO4)C2)cc1S(=O)(=O)N1CCCCCC1 (configuration not stated),109,0.0,96,95,2,107,107,91
COc1cc(/C=C/C(=O)OCC(=O)Nc2cccc(Oc3ccccc3)c2)ccc1O,109,0.1,101,103,-2,94,89,97
Cc1cc(N)n(-c2ccc(S(=O)(=O)c3ccc(C(C)C)cc3)cc2)n1,101,-0.2,93,99,1,100,99,94
COc1ccc(NS(=O)(=O)c2ccc(NC(=O)c3ccc(N(C)S(C)(=O)=O)cc3)cc2)c(OC)c1,i,0.0,94,91,0,95,90,89
# More structures:
SMILES,CR mimetic SO,Efflux pump mplx,MEP2-GFP yeast,RPL19A TOR yeast,AHR act,AGP1-GFP MLPCN,LAP4-GFP MLPCN,CIT2 TOR yeast
COc1ccccc1CN(C)CC(=O)Nc1ccccc1-c1ccccc1,88,-0.2,102,102,4,98,89,101
Cc1ccc(C(=O)N2CCN(c3ccccn3)CC2)cc1,82,0.1,98,98,9,102,103,100
COc1ccc(CN(C)CC(=O)NC(=O)NCc2ccccc2)cc1OC,112,-0.2,109,100,2,102,98,109
O=C1CCCC(=O)C1C(c1ccc(Cl)cc1)C1C(=O)CCCC1=O,121,0.0,96,94,-1,96,98,79
CC(C)Cc1cc(C(=O)N2CCCC(C(=O)c3cc(F)ccc3F)C2)no1 (configuration not stated),96,0.1,104,105,-2,110,111,105
CC(c1nc2ccccc2c(=O)[nH]1)N1CCCN(S(=O)(=O)c2ccc(F)cc2)CC1 (configuration not stated),80,-0.1,97,97,5,101,96,98
CCOc1ccc(N(CC(=O)NC2CCCCC2)C(=O)CCC(=O)Nc2cc(C)ccn2)cc1,100,0.0,88,99,-2,101,98,100
COc1cccc(NC(=O)NC2CCCc3ccccc32)c1 (configuration not stated),93,0.2,98,105,9,101,99,100
CCc1nnc(SCC(=O)Nc2nnc(C)s2)n1CC1CCCO1 (configuration not stated),92,-0.1,102,98,0,97,99,101
CN1CCN(C2=Nc3cc(Cl)ccc3Nc3ccccc32)CC1,115,0.0,92,93,5,77,95,83
Nc1nc(Cl)cc(NCCc2ccc(O)cc2)n1,87,0.1,99,101,2,97,91,98
Cc1ccc(C(=O)OCC(=O)NC2CCCC(C)C2C)cc1S(=O)(=O)N1CCCCC1 (configuration not stated),91,0.4,92,99,-2,98,94,92

# 4 entries drawn at random from those above, as already listed:
SMILES,CR mimetic SO,Efflux pump mplx,MEP2-GFP yeast,RPL19A TOR yeast,AHR act,AGP1-GFP MLPCN,LAP4-GFP MLPCN,CIT2 TOR yeast
COc1ccc(CN(C)CC(=O)NC(=O)NCc2ccccc2)cc1OC,112,-0.2,109,100,2,102,98,109
O=C1CCCC(=O)C1C(c1ccc(Cl)cc1)C1C(=O)CCCC1=O,121,0.0,96,94,-1,96,98,79
Cc1ccc(C(=O)OCC(=O)NC2CCCC(C)C2C)cc1S(=O)(=O)N1CCCCC1 (configuration not stated),91,0.4,92,99,-2,98,94,92
CC(c1nc2ccccc2c(=O)[nH]1)N1CCCN(S(=O)(=O)c2ccc(F)cc2)CC1 (configuration not stated),80,-0.1,97,97,5,101,96,98

# Four compounds already listed, sorted by the number in RPL19A TOR yeast, ascending.
SMILES | Efflux pump mplx | MEP2-GFP yeast | RPL19A TOR yeast | AHR act | AGP1-GFP MLPCN | LAP4-GFP MLPCN | CIT2 TOR yeast
CN1CCN(C2=Nc3cc(Cl)ccc3Nc3ccccc32)CC1 | 0.0 | 92 | 93 | 5 | 77 | 95 | 83
CCOc1ccc(N(CC(=O)NC2CCCCC2)C(=O)CCC(=O)Nc2cc(C)ccn2)cc1 | 0.0 | 88 | 99 | -2 | 101 | 98 | 100
COc1ccc(CN(C)CC(=O)NC(=O)NCc2ccccc2)cc1OC | -0.2 | 109 | 100 | 2 | 102 | 98 | 109
Nc1nc(Cl)cc(NCCc2ccc(O)cc2)n1 | 0.1 | 99 | 101 | 2 | 97 | 91 | 98

# Compounds were not picked by outcome (roughly 3.9% active in at least one column).
